# Assay outcomes from PubChem.
# PglD inh – C. jejuni PglD acetyltransferase inhibitors, primary screen, biochemical, DTNB colorimetric, single point; UDP-N-acetylbacillosamine N-acetyltransferase PglD (Campylobacter jejuni); purified PglD enzyme, DTNB colorimetric CoA detection; inhibition, % at 12.5 µM; 360,000 tested, 0.098% active; AID 602405, 2012; in the data active = inhibition above about 16%, passing the limit was not always enough; also: strong numbers were not always called active
# FN deposition inh – inhibitors of fibronectin matrix deposition, primary screen, AH1F cells, Alexa488-fibronectin fluorescence, plate reader; AH1F fibroblasts, overnight; inhibition, % at 12.6 µM; 350,000 tested, 0.086% active;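 active = mean inhibition across replicates of 30% or more, regardless of how many single replicates reach that level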;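 also: positive control wells lacked labelled fibronectin entirely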
#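 Assay system: AH1F fibroblast monolayer, labelled fibronectin deposition. Amount: 10000 cells per well. Also added: labelled fibronectin 24 nM. Compound: single-point pinned compound. Incubation: cell attachment 1 h, compound and FN exposure overnight. Detection: fluorescence after three HBSS washes, excitation 485 nm, emission 525 nm. Read-out: inhibition of fibronectin deposition signal.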
# Cneo AK release – Cryptococcus neoformans cell lysis inducers, primary screen, AK release luminescence, single concentration. C. neoformans lysis, adenylate kinase release luminescence, 4 h; normalised: neutral wells 0, clomiphene wells 100. lysis activity, % at 15 µM. 360,000 tested, 0.2% active. AID 651654, 2012;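 active = mean lysis activity across replicates of at least 80%, whatever share of replicates individually reach that level; inactive = mean lysis activity below 80%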
#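 Material – log-phase Cryptococcus neoformans yeast cells · Input – 5 × 10^6 yeast cells/mL · Medium – fresh YPD growth medium · Doses – single compound concentration per well · Timing – static 4 h at 37 °C with compound, 1 h detection · Detection – adenylate kinase release luminescence · Read-out – signal increase indicating cell lysis · Control set – Clomiphene as positive lysis control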
# C2C12 statin – suppressors of statin myotoxicity in C2C12 myotubes, primary screen, cell-based, single point, plate reader; rescue of ATP level, % at 7.49 µM; 330,000 tested, 0.78% active; C2C12 myotubes + simvastatin, ATP luminescence, 48 h; scaled: DMSO 0, geranylgeraniol control 100;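 active = mean ATP rescue above about 67%, or every replicate alone reaching that limit, limit read from the data, passing the limit was not always enough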;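 also: myotubes were challenged with 10 µM simvastatin during compound exposure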
# PGC1a acetyl inh – inhibitors of PGC1a acetylation signal, primary screen, cell-based, U2OS, AlphaScreen, inhibitor mode; AID 651687, 2012; inhibition, % at 15.6 µM; 350,000 tested, 0.17% active; AlphaScreen anti-acetyl-lysine; with virally co-expressed GCN5 acetyltransferase;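 active = every replicate shows inhibition of at least 40%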;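 also: 0% = neutral control wells and 100% = positive control wells; some results beyond the cut were filed as inactive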
# GSIS activator – GLuc luminescence reporter in INS-1E cells, primary screen for activators of glucose-dependent secretion of insulin; activation, % at 16.6 µM; INS-1E GLuc reporter insulin secretion, 2-3 h; AID 743287, 2014; 370,000 tested, 0.61% active;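 active = lowest replicate activation of at least 40%, so every replicate reaches that level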;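 also: 0% = median of neutral control wells and 100% = median of IBMX positive control wells; some compounds called inactive have numbers as strong as hits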
# miR-122 sensor – miR-122 Renilla sensor signal increase in Huh7, primary screen, miR-122 inhibitor project, cell-based, single point, plate reader; Huh7 miR-122 Renilla luciferase sensor, 48 h; neutral wells = 0, positive control = 100; AID 602342, 2012; 340,000 tested, 0.3% active; activation (reporter increase), % at 12.5 µM;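 active = mean replicate activation score at least 90 and every replicate individually at or above 90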;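 also: higher luciferase means less miR-122 activity so hits act as miR-122 inhibitors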
# F508del corr – F508del CFTR correction, initial screen, CFBE line, single point; 350,000 tested, 0.36% active; activity (quench increase), % at 7.58 µM; CFBE cells, YFP halide quenching; stimulated with forskolin plus potentiator P3; % fluorescence drop versus neutral controls; AID 720511, 2013;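 active = mean added fluorescence quench of at least 8% versus neutral control, with both replicates also reaching 8%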;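 also: cells transiently co-express mutant CFTR-F508del with the halide-sensitive YFP; corrector assay measuring rescue of mutant channel to the surface after 24 h compound exposure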
# Starred values were filed as active, the others as inactive; . = no result given; [ ] = dose if it differs, or a comment.
# Each structure is followed by: PglD inh	FN deposition inh	Cneo AK release	C2C12 statin	PGC1a acetyl inh	GSIS activator	miR-122 sensor	F508del corr
> Cc1nnsc1S(=O)c1ccc(F)cc1 (stereo unspecified)
→ -3	0	-2	6	-3	0	-4	2.2
> CCOC(=O)c1sc2nc3c(SCC(=O)O)cc(C(=O)c4ccccc4O)cn3c(=O)c2c1C
→ .	-21	.	.	4	8	.	-1.1
> Cc1cc(C)n2c(SCCC(C)C)nnc2n1
→ 5	.	3	-3	2	.	-6	.
> C=CCNC(=O)c1cn(CC)c2cc(N3CCN(C(=O)c4ccco4)CC3)c(F)cc2c1=O
→ -1	3	-2	-5	-8	9	-5	-3.7
> COc1cccc(CC(=O)OC(C)C(=O)Nc2ccc(N3CCOCC3)cc2)c1 (stereo unspecified)
→ 0	0	-2	6	.	1	.	-3.5
> CCN(CC(=O)Nc1ccc(NC(C)=O)cc1)CC(=O)Nc1ccccc1C(=O)c1ccccc1
→ 0	-4	1	9	9	25	-2	-3.1
> C[C@@H]1CN([C@@H](C)CO)C(=O)Cc2cc(NS(=O)(=O)c3ccc(F)cc3)ccc2O[C@@H]1CN(C)S(=O)(=O)c1ccccc1
→ -4	.	-4	42	-13	-30	24[16.7 µM]	-1.7
> CNC(=S)N1C2CCCC1CC(NC(=O)c1ccc(F)cc1)C2 (stereo unspecified)
→ 2	6	-1	-14	2	-5	-11	-0.6
> Clc1ccc(CSc2ncnc3c2ncn3C2CCCCO2)cc1 (stereo unspecified)
→ -2	0	1	-9	-5	-28	.	-1.1
> Cn1c(NCCCO)nc2ccccc21
→ -4	2	-4	-7	.	.	12	.
> O=C(NC1CCCC1)N1CCCCN2[C@H](CO)[C@@H](c3ccc(/C=C/c4ccccc4)cc3)[C@@H]2C1
→ -4	.	7	-11	-5	-24	-5[16.7 µM]	0.2
> COc1cc(-c2nnc(COC(=O)c3cccn3C)o2)cc(OC)c1OC
→ 2	1	0	.	-7	6	-2	-0.8
> C=CCN1C(=O)c2ccccc2Sc2ccc(C(=O)NC(C)C)cc21
→ 0	-3	1	4	2	10	-1	-0.2
> COc1ccc(NC(=O)COC(=O)CNC(=O)C2CCCCC2)cc1OC
→ 0	-3	6	3	6	59*	0	1.3
> COc1ccc(NC(=O)c2ccc(NC(=O)c3ccncc3)cc2)cc1
→ 8	2	2	-63	3	18	-9	-2.5
> COc1ccc(NC(=O)N(C)C[C@H]2Oc3ccc(NS(=O)(=O)c4ccc(OC)cc4)cc3CC(=O)N([C@H](C)CO)C[C@@H]2C)cc1
→ -1	.	-3	5	13	0	10[16.7 µM]	-2.6
> COc1ccc(Cl)cc1NC(=O)CNc1ccc(F)cc1C
→ -4	2	.	.	7	-9	-2	.
> CNC(=O)c1c(NC(=O)c2ccc(S(=O)(=O)N3CC(C)OC(C)C3)cc2)sc2c1CCN(C(C)C)C2 (stereo unspecified)
→ -5	.	1	-1	.	6	.	0.7
> CCc1nc2c(OCC(=O)c3ccc(Cl)cc3Cl)cccn2c1N(C=O)Cc1ccc(OC)cc1
→ -3	3	-2	-7	.	2	-3	-1.0
> CNC(=O)c1ccccc1F
→ -1	-2	0	.	10	.	-3	.
> O=C(O)C1=CC[C@@H](c2ccc(Cl)cc2)N(S(=O)(=O)c2ccc(Cl)cc2)[C@H]1c1cccc(Cl)c1
→ 3	5	2	6	16	23	1	1.5
> C[C@H]1CN([C@@H](C)CO)C(=O)c2cc(NS(=O)(=O)c3cccs3)ccc2O[C@@H]1CN(C)Cc1ccc2c(c1)OCO2
→ -13	0	3	-24	-3	23	-1[16.7 µM]	-3.8
> NNc1nc2c(Cl)ccc(Cl)c2s1
→ 3	-3	4	.	-8	-12	-1	.
> Cc1ccccc1CN1CCC(N2CCC(C(=O)NCC3CCCO3)CC2)CC1 (stereo unspecified)
→ -2	.	5	.	.	17	.	1.4
> CN(c1ccccc1)S(=O)(=O)c1nnc(NC(=O)COc2ccccc2F)s1
→ -3	-3	0	5	-1	2	6	-0.8
> COc1ccc(-c2ccc([C@@H]3[C@@H](CO)N4C(=O)CN(Cc5ccccc5)C[C@H]34)cc2)cc1
→ .	-2	.	.	-7	-9	.	2.2
> O=C(N/C(=C/c1ccc([N+](=O)[O-])cc1)C(=O)N1CCCC1)c1ccccc1
→ -1	-14	-1	1	.	4	.	-0.5
> CC(C)CC#Cc1cnc2c(c1)C(=O)N([C@@H](C)CO)C[C@@H](C)[C@@H](CN(C)C(=O)CCN1CCCCC1)O2
→ -2	-4	8	-11	13	-13	1[16.7 µM]	1.9
> N#Cc1cc(C(=O)c2cc(F)ccc2O)cn(-c2nccs2)c1=O
→ 2	-5	3	.	.	-40	-5	3.4
> CC12CCC(C(=O)C1)C1(C)CCCC(=O)C21 (stereo unspecified)
→ .	-1	.	.	-3	11	1	3.0
> CC(C)C#Cc1cnc2c(c1)C(=O)N([C@H](C)CO)C[C@@H](C)[C@@H](CN(C)C(=O)Nc1ccccc1)O2
→ 0	-4	1	5	9	-6	-5[16.7 µM]	-1.2
> O=C(O)C1C2C=CC3(O2)C1C(=O)N1c2ccccc2C2OCCC2C13 (stereo unspecified)
→ 1	3	0	0	-10	.	2	.
> CCn1c(SCC(=O)NC2CCCCC2)nc2ccccc2c1=O
→ -1	3	-6	12	0	11	6	3.3
> COCCn1c(SCC(=O)NC(C)c2ccccc2)nc2ccccc21 (stereo unspecified)
→ 0	5	-1	15	-18	15	-4	1.6
> COc1ccc(C(=O)c2c(C)c(CCC#N)n3ccccc23)c(OC)c1
→ 2	-3	-1	6	.	-4	.	-2.4
> COCC(=O)N(C)C[C@@H]1Oc2cc(-c3ccccc3F)ccc2S(=O)(=O)N([C@H](C)CO)C[C@@H]1C
→ -7	-2	5	-10	1	23	-11[16.7 µM]	1.2
> O=C(CSc1nnc(C2CC2)n1CC1CCCO1)Nc1cccc(Cl)c1 (stereo unspecified)
→ -3	4	-2	5	.	1	.	1.5
> O=C(COC(=O)c1ccc(Br)o1)Nc1nc2c(F)c(F)c(F)cc2s1
→ 1	-7	-1	.	-21	0	-4	0.8
> COc1ccccc1CCNC(=O)C(=O)c1cn(CC(=O)N2CCOCC2)c2ccccc12
→ 2	5	-3	39	12	-32	0	0.9
> COc1ccc(CNC(=O)CCNS(=O)(=O)c2cccc3nsnc23)cc1
→ .	-22	.	.	4	-2	.	-5.4

# Structures shown so far that have a furan ring, fused or not:
# Each structure is followed by: PglD inh	FN deposition inh	Cneo AK release	C2C12 statin	PGC1a acetyl inh	GSIS activator	miR-122 sensor	F508del corr
> C=CCNC(=O)c1cn(CC)c2cc(N3CCN(C(=O)c4ccco4)CC3)c(F)cc2c1=O
→ -1	3	-2	-5	-8	9	-5	-3.7
> O=C(COC(=O)c1ccc(Br)o1)Nc1nc2c(F)c(F)c(F)cc2s1
→ 1	-7	-1	.	-21	0	-4	0.8

# Other records.
# Each structure is followed by: PglD inh	FN deposition inh	Cneo AK release	C2C12 statin	PGC1a acetyl inh	GSIS activator	miR-122 sensor	F508del corr
> COc1ccc(NC(=O)Nc2ccc3c(c2)C(=O)N([C@H](C)CO)C[C@@H](C)[C@@H](CN(C)S(=O)(=O)c2ccc(F)cc2)OCCCC[C@H](C)O3)cc1
→ -5	-8	3	.	-7	4	6[16.7 µM]	-1.3
> Cc1ccc(CNC(=O)CN2C(=O)NC3(CCCC3)C2=O)cc1
→ .	-6	.	.	9	-10	3	1.3
> C[C@H](CO)N1C[C@H](C)[C@H](CN(C)C(=O)Nc2ccc(F)cc2)Oc2cc(-c3ccncc3)ccc2S1(=O)=O
→ -1	.	0	.	-11	-11	-4[16.7 µM]	2.5
> C=CCOC(=O)C1=C(C)NC(C)=C(C(=O)OCC=C)C1c1ccc(O)cc1
→ 0	7	1	.	.	.	5	.
> CO[C@@H]1CN(C)C(=O)c2cc(NC(=O)c3ccc4c(c3)OCO4)ccc2OC[C@H](C)NC[C@@H]1C
→ -1	0	4	-6	-3	-3	.	1.9
> CC1(C)CC(NC(=O)c2cc([N+](=O)[O-])cc([N+](=O)[O-])c2)CC(C)(C)N1
→ 5	2	-1	4	-5	0	-4	-2.2
> O=C(N/N=C/c1ccc[nH]1)c1ccncc1
→ -4	11	1	11	-3	14	-3	0.2
> CO[C@@H]1CN(C)C(=O)c2cc(NC(C)=O)ccc2OC[C@@H](C)N(C(=O)CN2CCOCC2)C[C@H]1C
→ 0	0	-1	2	14	4	4[16.7 µM]	1.0
> C[C@@H]1CN([C@@H](C)CO)C(=O)c2cccc(NC(=O)C3CCCCC3)c2O[C@@H]1CN(C)C(=O)Nc1cccc2ccccc12
→ -1	.	2	-4	2	-9	2[16.7 µM]	-1.1
> CC(C)C[C@@H](CNCC(=O)[C@H](Cc1c[nH]c2ccccc12)NC(=O)c1[nH]cnc1C(=O)N[C@@H](C)CN)NC(=O)c1nc[nH]c1C(=O)N[C@@H](C)C(=O)O
→ -5	-1	1	-7	.	4	6	-6.0
> c1ccc(OCc2nn3c(-c4ccccn4)nnc3s2)cc1
→ 3	7	0	0	7	.	-2	.
> Cc1ccc(Cn2nnc3c(=O)n(CC(=O)N4CCN(c5ccccc5)CC4)cnc32)cc1
→ -8	.	0	36	-3	-12	.	-0.2
> CC(=O)c1c(CSc2ccccc2)oc2ccc(O)c(CN(C)C)c12
→ -7	-1	10	-11	-1	17	-18	-1.5
> N#CC1(NC(=O)CN2C(=O)c3ccc([N+](=O)[O-])cc3C2=O)CCCCC1
→ 0	0	6	-3	2	24	-8	-0.6
> CS(=O)(=O)c1ccccc1-c1nnc(NC(=O)c2cccc(N3C(=O)CCC3=O)c2)o1
→ 2	1	-1	-8	13	12	-8	2.7
> C/C(=N\NC(=O)Cn1nc(C)c([N+](=O)[O-])c1C)c1ccco1
→ -7	-3	1	.	8	-15	3	-2.8
> CC(/C=C/c1ccco1)=N\NC(=O)C(O)c1ccccc1 (stereo unspecified)
→ 6	-5	-2	.	10	-6	-13	1.6
> CNC(=O)c1ccsc1NC(=O)C1CCN(S(=O)(=O)c2ccc(Cl)s2)CC1
→ -2	.	1	-43	10	10	-2	-7.2
> COc1ccc(-c2ccccc2[C@@H]2[C@@H](C#N)N(C(=O)C3CCCCC3)[C@H]2CO)cc1
→ .	1	.	.	-7	-5	.	1.1
> Cc1cc([N+](=O)[O-])ccc1NCc1ccccc1
→ -3	.	-12	6	-20	.	-1	.
> O=C(CSc1nc2ccccc2s1)N/N=C/c1ccccc1C(=O)O
→ 2	5	-6	-10	35	14	4	-1.6
> CCOC(=O)c1ccc(-c2ccc(/C=C(\C#N)C(=O)NCc3cccs3)o2)cc1
→ -2	-2	-5	.	2	-1	-4	.
> O=S(=O)(N[C@@H]1CC[C@H](CCn2cc(C3(O)CCCC3)nn2)O[C@@H]1CO)c1ccc(Cl)cc1
→ 0	.	-4	4	0	21	-5[16.7 µM]	1.4
> CCCn1c(N)c(N(CCOC)C(=O)CSc2cc(C)c3ccccc3n2)c(=O)[nH]c1=O
→ -2	3	1	6	10	23	2	-0.7

# Hits appear at their usual frequency. Share with any hit: about 2.1%.
